TAAR1 antag: human TAAR1 antagonism | Q96RJ0 | inhibition, % at 3 µM | CHO RD-HGA16 TAAR1, Fluo-8 calcium fluorescence, antagonist | hit rate 1.5% among 360,000;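 active means inhibition above a per-plate cutoff, the mean inhibition of test compounds on that plate plus 3 SD, cut at about 49% in these data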;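 further: 0% = DMSO plus EC80 beta-PEA response and 100% = DMSO alone without agonist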
Target sequence (Q96RJ0 whole entry, looked up): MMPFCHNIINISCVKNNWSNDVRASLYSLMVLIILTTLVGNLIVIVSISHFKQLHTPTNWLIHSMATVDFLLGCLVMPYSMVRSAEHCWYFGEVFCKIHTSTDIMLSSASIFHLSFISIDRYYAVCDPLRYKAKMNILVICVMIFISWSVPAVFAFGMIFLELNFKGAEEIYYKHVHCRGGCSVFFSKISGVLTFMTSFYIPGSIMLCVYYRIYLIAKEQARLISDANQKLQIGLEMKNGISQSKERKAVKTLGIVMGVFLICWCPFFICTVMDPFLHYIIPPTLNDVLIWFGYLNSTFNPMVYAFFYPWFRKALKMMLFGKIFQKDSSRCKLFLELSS
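Test system: RD-HGA16 CHO cells with stable hTAAR1 and Gα16 / Probe or stimulus: EC80 β-phenethylamine stimulus / Times: seeding 17-24 h prior, 75-min 37 °C, 30-min RT dye loading / Detection: Fluo-8 calcium-sensitive fluorescence / Read-out basis: % inhibition scaled between DMSO and EC80 PEA controls / Repeats: singlicate, one well per test compound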
M1 ag parental: M1 agonist counterscreen hit in parental CHO-K1 cells; AID 602248; Fluo-8 calcium fluorescence; scaled to maximal ATP response, vehicle zero; hit rate 0.48% among 360,000; activation, % at 3 µM; in the data active means activation above about 15%;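 further: untransfected CHO-K1 host cells lacking M1 receptor as counterscreen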
M1 PAM parental: M1 PAM counterscreen hit in parental CHO-K1 cells | hit rate 0.02% among 360,000 | AID 602247 | activation, % at 3 µM | ATP EC20, Fluo-8 calcium fluorescence; 0% at ATP EC20, 100% at ATP max;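 active means activation above the run cutoff, the mean activation of all test compounds plus 3 SD, cut at about 40% in these data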;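 further: peak over basal fluorescence ratio in a 140 s read after ATP addition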
CHO-K1 Ca antag: counter-screen for M1 antagonists: effect in parental CHO-K1 cells; ATP-induced calcium, Fluo-8 fluorescence; AID 602250; hit rate 0.6% among 360,000; inhibition, % at 3 µM;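 active means inhibition above a per-plate cutoff, the plate's mean sample inhibition plus 3 SD, cut at about 24% in these data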;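 further: 0% = DMSO plus EC80 ATP and 100% = DMSO alone without ATP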
TAAR1 ag: agonists of human TAAR1. Q96RJ0. CHO RD-HGA16 TAAR1, Fluo-8 calcium fluorescence; vehicle wells 0%, saturating PEA agonist 100%. activation, % at 3 µM. hit rate 0.99% among 360,000. AID 624467;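 active means activation above the mean activation of all test compounds in the run plus 3 SD, cut at about 38% in these data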
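Assay system – CHO-derived RD-HGA16 cells with stable Gα16 and human TAAR1 · Compound dosing – one-point dosing at 3 µM (nominal) · Incubation – 17-24 h seeding, 75 min 37 °C dye, 30 min RT · Measured by – kinetic Fluo-8 calcium fluorescence · Control set – DMSO vehicle as 0%, PEA at EC100 as 100% · Repeats – single well for each compound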
CHO parental Ca: counter-screen: ATP calcium response change in parental CHO cells. parental CHO-K1, ATP-induced calcium, Fluo-8 fluorescence. inhibition, % at 5.6 µM. hit rate 0.63% among 330,000. AID 463079;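 active means inhibition above that plate's mean sample inhibition plus 3 SD, cut at about 26% in these data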;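 further: 0% = ATP-challenged DMSO wells and 100% = DMSO wells without ATP; some compounds past the cut are filed as inactive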
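Test system: parental CHO cells; detection: calcium-sensitive Fluo-8 fluorescence; evaluation: percent inhibition of calcium signal; also added: ATP as calcium-mobilizing challenge; repeats: one well per compound; control set: ATP-challenged DMSO wells low, unchallenged DMSO wells high; compound: single nominal dose of 5.6 µM per compound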
M1 ag: human M1 muscarinic receptor agonism; hit rate 0.33% among 360,000; CHO-K1 hM1, Fluo-8 calcium fluorescence, agonist mode; 0% DMSO, 100% acetylcholine EC100; activation, % at 3 µM;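 active means activation above the run's mean compound activation plus 3 SD, cut at about 16% in these data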;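 further: peak over basal fluorescence ratio within a 140 s kinetic read after compound addition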
Target sequence (P11229 whole entry, looked up): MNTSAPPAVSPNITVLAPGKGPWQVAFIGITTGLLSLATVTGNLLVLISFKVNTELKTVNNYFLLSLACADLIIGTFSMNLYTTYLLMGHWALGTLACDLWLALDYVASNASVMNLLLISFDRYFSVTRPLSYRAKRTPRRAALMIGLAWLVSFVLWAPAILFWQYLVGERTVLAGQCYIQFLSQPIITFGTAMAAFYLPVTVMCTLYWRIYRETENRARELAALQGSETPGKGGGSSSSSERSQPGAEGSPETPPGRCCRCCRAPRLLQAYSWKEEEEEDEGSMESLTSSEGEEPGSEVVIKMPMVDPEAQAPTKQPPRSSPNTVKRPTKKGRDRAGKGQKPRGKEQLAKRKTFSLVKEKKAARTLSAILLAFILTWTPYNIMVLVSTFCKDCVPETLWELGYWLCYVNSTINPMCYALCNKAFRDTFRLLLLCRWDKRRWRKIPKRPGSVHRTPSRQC
CHRM1 antagonist: human CHRM1 antagonism; hit rate 1.3% among 360,000; P11229; inhibition, % at 3 µM; CHO-K1 hM1, Fluo-8 calcium fluorescence, ACh EC80 antagonist;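 active means percent inhibition above its own plate's cutoff, namely the mean of that plate's compound wells plus 3 SD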;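 further: peak over basal fluorescence ratio during 140 s after agonist addition; 0% = ACh EC80 plus DMSO and 100% = DMSO alone without agonist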
M1 PAM: positive allosteric modulators of human M1 muscarinic receptor; P11229; CHO-K1 hM1, Fluo-8 calcium fluorescence, ACh EC20; 0% = ACh EC20, 100% = maximal ACh; activation, % at 3 µM; hit rate 0.088% among 360,000; AID 588819; in the data active means activation above about 19%, passing the limit was not always enough
* marks the source's active call; other numbers are inactive results; x = no result given.

SMILES	TAAR1 antag	M1 ag parental	M1 PAM parental	CHO-K1 Ca antag	TAAR1 ag	CHO parental Ca	M1 ag	CHRM1 antagonist	M1 PAM
CCC(=O)Nc1cc(=O)[nH]c2ncnn12	-10	0.0	3	-4	11	-13	1	-9	10
COc1ccc(S(=O)(=O)N2CCC(C(=O)NCCC(=O)NCc3cccnc3)CC2)cc1	-14	-0.2	-9	13	0	x	2	-8	10
CC1CCCCN1CC(=O)NC(=O)NCc1ccccc1 (stereo not given)	2	0.1	18	2	-1	-9	-7	14	-6
O=C(CNc1cccc(C(F)(F)F)c1)N/N=C/c1ccccc1C(=O)O	-25	0.7	12	-12	-1	-7	-3	-20	8
CN(C)c1ccc(S(=O)(=O)N2CCCCC2)cc1NC(=O)C1=COCCO1	-4	1.3	4	-10	-2	-12	1	-24	1
O=[N+]([O-])c1cccc(/C=N/Nc2nccnc2Cl)c1	-4	0.5	-3	-3	4	-2	-3	1	0
COc1ccccc1-c1nnc2n1N=C(c1ccc(O)c(O)c1)CS2	x	0.9	23	-9	x	-6	-2	-4	9
O=C(C1CC(=O)N(c2ccc(Cl)cc2)C1)N1CCN(Cc2ccc3c(c2)OCO3)CC1 (stereo not given)	-7	3.9	2	-6	-2	-15	-6	0	3
CCOc1cc(C(F)(F)F)cnc1/C(N)=N/O	-22	0.4	6	6	3	-2	0	-12	9
CCc1cccc(NC(=O)c2ccc(Br)o2)c1	-1	-0.2	5	2	13	-16	-4	-2	1
COc1ccc2c(c1)N(C(=O)CN1C(=O)C3CCCCC3C1=O)C(C)(C)C=C2C (stereo not given)	-15	-0.9	3	-3	16	-21	-7	-1	-5
COC(=O)Cc1nnc(Nc2cccc(C)c2)c2ccccc12	-13	-0.5	24	-16	-1	-10	-8	-14	4
COc1ccc(-c2nn(C)c(=O)c3ccccc23)cc1NC(=O)Cn1nc(C)c2ccccc2c1=O	4	0.0	-14	6	6	-24	-2	-23	13
CN1CCN(S(=O)(=O)c2ccc(NC(=S)NC(=O)C3CCC3)cc2)CC1	-9	0.1	7	6	3	-2	-11	-11	3
NS(=O)(=O)c1ccc(Nc2nc(-c3ccc(O)cc3O)cs2)cc1	-7	0.6	26	-5	7	-1	-8	-11	10
CCOc1ccccc1NC(=O)N1CCCC(c2nc(-c3ccc(C)o3)no2)C1 (stereo not given)	-15	-0.4	-2	8	7	-23	-8	-2	-1
CC(=O)Nc1ccc(/C(C)=N/Nc2nc(Nc3cccc4ccccc34)nc(N3CCOCC3)n2)cc1	52*	12	11	10	50*	11	18*	11	3
CCOC(=O)Nc1ccc(S(=O)(=O)N2CCOCC2)cc1	9	-0.1	0	-7	0	7	-4	-1	3
OC1CCCCC1	-6	0.3	16	-20	1	-6	-3	-14	10
COc1ccc(N(C)S(=O)(=O)c2cccc(C(=O)OCC(=O)Nc3cc(C)ccc3OC)c2)cc1	84*	8.4	7	6	9	x	1	36*	-20
Cc1ccccc1SCC(=O)OCC(=O)Nc1ccc(N(C)C)cc1	-20	2.0	19	-13	4	-10	-3	2	3
Cn1cccc1CC(=O)N/N=C/C(Cl)=C/c1ccccc1	-15	0.0	14	-1	1	2	-5	-3	3
CC(NC(=O)CCCCCN1C(=O)c2ccccc2C1=O)c1ccc2c(c1)CCCC2 (stereo not given)	12	0.7	5	-3	15	-32	-5	1	3
CCOC(=O)c1ccc(Nc2ncccc2[N+](=O)[O-])cc1	-21	0.3	-5	-9	-1	-6	0	4	7
CN(C)c1ncnc(N(C)C)c1[N+](=O)[O-]	-4	1.5	-12	4	1	-7	-3	-1	3
COCCCNC(=O)C[C@H]1C[C@H](C(=O)N2CCOCC2)[C@@]2(C)c3[nH]c4ccc(Cl)cc4c3CCN2C1=O	-19	0.2	17	-17	6	-18	-6	-18	7
O=C(OCc1c(-c2ccccc2)ncc2ccccc12)c1ccccc1C(F)(F)F	15	-0.3	-19	-5	28	-14	-9	-4	8
CCOc1ccc(S(=O)(=O)NCc2cccnc2)c2ccccc12	-4	0.5	2	-9	0	-22	2	-10	7
CCc1nnc(NC(=O)CSc2nnc(CSc3nc(C)cc(C)n3)n2C)s1	-9	0.8	28	-12	7	6	-4	-5	7
C/C(=N\NC(=O)c1nnn(-c2nonc2N)c1CSc1ccc(Cl)cc1)c1cccnc1	36	1.3	7	-16	9	-6	-2	-7	8
COc1ccccc1NC(=O)COc1ccc(C(=O)OCC(=O)N(C(C)C)C(C)C)cc1OC	17	1.3	10	-12	9	-16	-3	5	-17
Cc1ccc(C2C(C(=O)c3sc(C)nc3C)=C(O)C(=O)N2CCN(C)C)o1 (stereo not given)	14	0.5	3	-18	12	-2	-2	-11	2
O=C(Cc1c[nH]c2ccccc12)NCc1cccs1	-1	-0.1	9	0	5	-6	-7	-3	7
O=C1c2ccccc2C(=O)N1CCSc1n[nH]c(=S)s1	-3	4.7	18	-6	16	-20	-2	-2	3
Cc1ccc(S(=O)(=O)NCC(=O)N(CC(=O)NCC2CCCO2)c2cccc(F)c2)cc1 (stereo not given)	7	1.2	11	-12	-1	-2	-4	-7	6
O=C(OC(c1ccccc1)c1nccc2ccccc12)c1cccc([N+](=O)[O-])c1 (stereo not given)	-51	-0.5	-6	6	5	-13	-12	3	-7
CCN(CC)CCOC(=O)c1ccc(N/C=C(/C#N)c2nc(-c3cccc(OC)c3)cs2)cc1	-5	0.4	-13	4	1	-12	-2	-16	7
c1ccc(CNc2ncnc3sccc23)cc1	13	13	-25	5	3	20	5	23	-9
COc1ccccc1NS(=O)(=O)c1ccc(OC)c(OC)c1	5	0.8	0	-2	3	-2	-2	4	-1
CCOc1ccccc1NC(=O)NCCCCc1ccccc1	-15	2.4	-2	0	-2	-1	-3	-6	-3
CCCn1nc(C(=O)Nc2cc(S(=O)(=O)Nc3ccc(OC)cc3)ccc2O)c2ccccc2c1=O	31	-0.3	-26	19	3	-15	0	1	-5
CCCNC(=O)NC(=O)COC(=O)c1ccc(OC)c(S(=O)(=O)N2CCCc3ccccc32)c1	-12	0.4	3	-13	-1	-12	2	5	0
c1ccc2nc(-c3nc4ccccc4[nH]3)ccc2c1	-3	1.1	8	0	-1	-9	-2	2	0
O=C(Nc1nonc1NC(=O)C1CCCCC1)C1CCCCC1	11	2.8	1	-1	14	-14	1	8	-4
COc1ccc(C(=O)N/N=C(\C)CC(=O)Nc2ccc3c(c2)OCCO3)c(OC)c1	4	0.7	8	-14	-3	-2	-5	-14	12
CCOc1ccccc1N(C(=O)c1snc(C(N)=O)c1N)C(C(=O)NC1CCCC1)c1ccco1 (stereo not given)	1	-1.5	6	-47	9	-14	-8	-16	14
CCOC(=O)c1ccc(NC(=O)Cn2cnc3cc(C)c(C)cc32)cc1	10	8.7	-11	18	8	56*	1	37*	-13
Cc1cc(C)n(-c2ccc(C(=O)N3CCC(CO)(Cc4ccccc4)CC3)cc2)n1	-5	3.7	7	-14	7	-20	-2	-11	7
CN(CCC#N)C(=S)Nc1ccc(S(=O)(=O)N2CCOCC2)cc1	-16	1.3	9	-12	8	7	-3	0	8
Cc1ccccc1S(=O)(=O)N1[C@@H](c2ccc(Cl)cc2)C(C(=O)O)=CC[C@H]1c1ccc(Cl)cc1	43	-0.4	3	-12	-1	-5	0	-23	18
COc1ccc(CCN(C)Cc2cccc3ccccc23)cc1OC	-23	0.8	16	-17	2	-20	-9	8	-10
CCOc1ccccc1/C=C(\C#N)C1=CCCC1	-3	0.3	3	-16	-2	-5	-4	-1	2
Nc1c(-c2cccs2)cnc2c(-c3ccc(F)cc3)cnn12	17	1.1	3	-6	0	-7	-5	-2	2
COc1ccc(/C=C/C(=O)NCc2ccccn2)cc1	-20	0.5	15	-9	8	4	-6	8	-3
O=C(CN1CCCC1)Nc1ccccc1C(=O)c1ccccc1	-5	0.4	17	-9	-1	-30	-6	-10	9
Cc1ccc(S(=O)(=O)c2cc3ccccc3oc2=Nc2ccc3c(c2)OCO3)cc1	-3	0.6	14	-23	3	0	-2	-8	10
COCCNC(=O)c1onc(CCl)c1C(=O)OC	5	0.5	3	-8	6	5	-2	-5	4
CNC(=O)C12CCC(C)(c3nc4cc(C)c(C)cc4nc31)C2(C)C (stereo not given)	22	3.2	4	4	6	-16	-4	9	-3
O=C(N/N=C/C=C/c1ccccc1[N+](=O)[O-])c1cc(-c2cccnc2)nc2ccccc12	59*	2.6	-4	5	11	-5	-10	13	-19
O=C(O)c1cnc(-c2ccccc2)nc1Sc1ccc(Cl)cc1	-6	0.1	-9	13	7	0	0	3	2

Remaining list, next part
SMILES	TAAR1 antag	M1 ag parental	M1 PAM parental	CHO-K1 Ca antag	TAAR1 ag	CHO parental Ca	M1 ag	CHRM1 antagonist	M1 PAM
O=C(c1ccc(=O)n(Cc2ccc(Cl)c(Cl)c2)c1)N1CCOCC1	8	-0.3	-1	3	0	16	-6	-8	5
CCC1=C(OC(=O)N(CC)CC)N2C(=O)OC(=NCCc3c[nH]c4ccccc34)[C@]2(Cc2ccccc2)[C@H]2C1=CC[C@H]1C(=O)NC(=O)[C@H]12	11	-0.3	13	-6	0	-22	-1	-21	12
CCOC(=O)c1ccc(P(=O)(c2ccccc2)c2ccccc2)cc1	-32	0.0	-11	12	7	-12	-5	-8	1
CCC(C(=O)N1CCOCC1)n1nc(C)c2c(C)n(-c3ccccc3)nc2c1=O (stereo not given)	-7	0.4	-11	-12	0	-1	-4	9	-6
CNC[C@@H](CC1CCCCC1)NC[C@H](CC(C)C)NCCc1cccc(C(F)(F)F)c1	27	1.7	10	7	31	20	-7	9	-5
Cc1cc(C(=O)N/N=C/c2ccc3c(c2)OCO3)c(C)o1	16	0.3	28	-18	2	9	-4	-17	10
O=C(c1cccc2ccccc12)N1CCN(c2ccc([N+](=O)[O-])c(NCc3ccco3)c2)CC1	-2	0.3	16	-9	0	-17	-5	0	-1
CC(=O)NC1(c2ccccc2)CCN(C(=O)N2CCOCC2)CC1	2	-0.1	16	-13	1	1	-4	0	3
COc1cccc(/C=C/C(=O)NNC(=O)c2ccncc2)c1	-11	0.7	-9	0	4	-2	-1	25	-9
CCCCN(CCCC)S(=O)(=O)c1ccc(C(=O)Nc2nnc(COC)o2)cc1	x	-0.3	1	12	x	-17	-2	-39	10
